Screening results as filed in PubChem.
SMARCA2 act – SMARCA2 (BRM) function activators, primary screen, cell-based, luminescence, high throughput. MG213 cells, MMTV-luciferase reporter, dexamethasone, overnight. activation, % at 9.1 µM. 370,000 compounds, 1% hits. AID 652017, 2013; in the data active = activation above about 7.8%;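 note: 0% = vehicle wells and 100% = reference activator wells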
hcDAF-12 act – H. contortus DAF-12 nuclear receptor activators, primary screen, cell-based, luminescence, HEK293, lit1-tk-luc reporter; 370,000 compounds, 1.4% hits; activation, % at 6.8 µM; HEK293 hcDAF-12 lit1-tk-luc reporter; 0% DMSO, 100% Δ7-dafachronic acid;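 active = activation above the mean of all tested compounds plus 3 SD, cut at about 5.5% in these data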;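 note: 100% = response to 3 µM Δ7-dafachronic acid high control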
PLC-beta3 inh – human PLC-beta3 inhibitors, primary screen, biochemical, fluorescence. inhibition, % at 12.2 µM. 1-phosphatidylinositol 4,5-bisphosphate phosphodiesterase beta-3 (Homo sapiens), Q01970. 370,000 compounds, 0.18% hits. AID 720704, 2013. Purified PLC-beta3, fluorogenic substrate; in the data active = inhibition above about 11%;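 note: 0% = median of compound wells on plate and 100% = full blocker control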
Target sequence (Q01970 whole entry, looked up): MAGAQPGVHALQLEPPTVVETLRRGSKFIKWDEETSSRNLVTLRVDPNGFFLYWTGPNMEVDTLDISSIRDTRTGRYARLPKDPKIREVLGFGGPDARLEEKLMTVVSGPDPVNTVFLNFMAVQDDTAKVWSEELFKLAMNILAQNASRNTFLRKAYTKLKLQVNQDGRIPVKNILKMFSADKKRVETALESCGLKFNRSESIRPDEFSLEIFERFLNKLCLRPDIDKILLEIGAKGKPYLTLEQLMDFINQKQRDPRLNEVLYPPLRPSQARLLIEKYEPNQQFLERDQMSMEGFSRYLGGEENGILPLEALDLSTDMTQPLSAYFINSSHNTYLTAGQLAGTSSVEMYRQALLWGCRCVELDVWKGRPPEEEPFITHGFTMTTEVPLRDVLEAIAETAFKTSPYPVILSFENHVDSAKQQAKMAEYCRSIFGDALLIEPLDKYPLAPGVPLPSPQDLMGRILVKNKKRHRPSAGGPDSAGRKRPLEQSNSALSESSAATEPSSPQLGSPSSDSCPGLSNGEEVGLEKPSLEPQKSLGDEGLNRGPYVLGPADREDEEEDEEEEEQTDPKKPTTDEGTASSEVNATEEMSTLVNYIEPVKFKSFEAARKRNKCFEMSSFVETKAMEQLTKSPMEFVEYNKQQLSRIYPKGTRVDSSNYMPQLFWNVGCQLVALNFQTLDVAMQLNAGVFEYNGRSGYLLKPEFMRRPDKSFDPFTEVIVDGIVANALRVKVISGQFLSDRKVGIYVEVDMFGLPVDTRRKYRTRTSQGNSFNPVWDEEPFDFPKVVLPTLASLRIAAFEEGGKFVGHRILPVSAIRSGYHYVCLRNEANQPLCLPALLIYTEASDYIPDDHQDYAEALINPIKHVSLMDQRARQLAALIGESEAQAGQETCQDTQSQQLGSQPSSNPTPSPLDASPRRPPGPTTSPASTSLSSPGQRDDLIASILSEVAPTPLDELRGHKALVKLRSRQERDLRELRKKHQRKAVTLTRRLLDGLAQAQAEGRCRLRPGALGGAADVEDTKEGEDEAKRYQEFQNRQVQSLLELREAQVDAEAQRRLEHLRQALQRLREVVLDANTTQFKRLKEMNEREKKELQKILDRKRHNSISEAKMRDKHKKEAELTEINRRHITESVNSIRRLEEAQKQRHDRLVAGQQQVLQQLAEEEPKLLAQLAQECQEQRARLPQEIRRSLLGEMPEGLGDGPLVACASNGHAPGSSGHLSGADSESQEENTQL
DAX1 inh-1 – DAX1 (NR0B1) inhibitors on StAR promoter, primary screen, cell-based, luminescence, SF-1 (NR5A1), full-length DAX-1. AID 652010, 2013. inhibition, % at 6.8 µM. HEK293T StAR-luciferase reporter, SF-1/DAX-1 repression relief. 370,000 compounds, 1.1% hits;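 active = inhibition above the mean over all tested compounds plus 3 SD, cut at about 3.6% in these data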;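 note: 0% = DAX-1 cells with DMSO and 100% = cells lacking DAX-1 with DMSO; higher inhibition means more luminescence from relief of DAX-1 repression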
HGIII-sPLA2 inh – human group III sPLA2 inhibitors, primary screen, biochemical, QFRET, BODIPY PC-A2 liposome substrate; 370,000 compounds, 0.56% hits; Group 3 secretory phospholipase A2 (Homo sapiens), Q9NZ20; QFRET BODIPY PC-A2 liposome hydrolysis, fluorescence; inhibition, % at 12.2 µM;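 active = inhibition above mean plus 3 SD of compounds lying within the high and low control bounds, cut at about 19% in these data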;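 note: 0% = median of test compound wells and 100% = no enzyme DMSO wells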
GAA850 FXN act – FXN promoter activators, primary screen, cell-based, luciferase luminescence, HEK293 lucGAA850; HEK293 lucGAA850 FXN promoter luciferase reporter, 24 h; percent of 10 µM SAHA response; 360,000 compounds, 0.56% hits; activation, % at 6 µM; AID 540364, 2011;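 active = activation above the average of all compounds screened plus 3 SD, cutoff fixed separately per campaign, cut at about 7.5% in these data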;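 note: 0% = DMSO wells and 100% = 10 µM SAHA wells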
ssDAF12 agonist – S. stercoralis DAF-12 nuclear receptor activators, primary screen, cell-based, luminescence, HEK293, GRIP1 co-expression, lit1-tk-luc; Nuclear hormone receptor DAF-12 (Strongyloides stercoralis); activation, % at 6.8 µM; 370,000 compounds, 1% hits; HEK293 ssDAF-12/GRIP1 lit1-tk-luc reporter; % of 3 µM dafachronic acid response;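 active = activation above the mean over all tested compounds plus 3 SD, cut at about 0.9% in these data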;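 note: 0% = DMSO-only wells and 100% = 3 µM delta7-dafachronic acid wells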
NR1D1 modulator – modulators of Rev-erb alpha DNA binding, primary screen, biochemical, FITC-DNA, fluorescence polarization, uHTS; Nuclear receptor subfamily 1 group D member 1 (Homo sapiens), P20393; Rev-erbα–FITC-DNA binding, 90 min; activity, % at 10 µM; 370,000 compounds, 0.79% hits; AID 1259318, 2017;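 active = activity above about 14%, limit read from the data; passing the limit was not always enough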;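 note: 0% = DMSO wells with 35 nM protein and 100% = DMSO wells with 750 nM protein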
DAX1 inh-2 – DAX1 (NR0B1) inhibitors, primary screen, cell-based, HEK293, Gal4-DAX1, luciferase luminescence; HEK293 Gal4-DAX1 luciferase reporter; inhibition, % at 6.75 µM; 340,000 compounds, 0.99% hits; AID 504766, 2011;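 active = inhibition above the mean over all tested compounds plus 3 SD, cut at about 4.2% in these data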;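 note: 0% = DAX1-transfected cells with DMSO and 100% = empty-vector control cells with DMSO; inhibition shows as a rise in luminescence from relieved DAX1 repression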
PG9 binder – binders of HIV-1 gp120 antibody PG9, primary screen, biochemical, TR-FRET. inhibition, % at 6.7 µM. 360,000 compounds, 0.43% hits. HIV-1 gp120 / PG9 antibody interaction. AID 624416, 2012. TR-FRET gp120-PG9 antibody binding; in the data active = inhibition above about 8.5%
hgDAF12 agonist – H. glycines DAF-12 receptor agonists, primary screen, cell-based, luminescence, HEK293, GAL4 fusion, UAS-luciferase; Nuclear hormone receptor DAF-12 (Heterodera glycines), GAL4 fusion; HEK293 GAL4-hgDAF12 UAS-luciferase reporter, agonist luminescence; normalized to butyrate control; activation, % at 6.8 µM; 370,000 compounds, 1.8% hits; AID 687014, 2013;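 active = activation above a cutoff set at the mean of all screened compounds plus 3 SD, cut at about 10% in these data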;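 note: 0% = DMSO wells and 100% = sodium butyrate wells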
An asterisk follows results filed as active; i = inactive; / = no result given; & = joins results of further samples.

SMILES | SMARCA2 act | hcDAF-12 act | PLC-beta3 inh | DAX1 inh-1 | HGIII-sPLA2 inh | GAA850 FXN act | ssDAF12 agonist | NR1D1 modulator | DAX1 inh-2 | PG9 binder | hgDAF12 agonist
O=C1COc2ccc(C(=O)COc3ccc([N+](=O)[O-])cc3)cc2N1 | 4 | -1.9 | -2 | 0.2 | -2 | -0.2 | -0.6 | -13 | 3.5 | -2.5 | -2.5
CCOC(=O)[C@@H](C)N1[C@@H](C)[C@H](c2ccccc2)Oc2ccc(Cl)cc2S1(=O)=O | -6 | -1.3 | 2 | 3.5 | 14 | / | -0.4 | -3 | / | -1.3 | -0.2
COc1ccc(/C=N/NS(=O)(=O)c2ccc(F)cc2)cc1CN1CCSCC1 | -2 | 0.8 | -8 | 0.9 | 2 | -2.9 | -1.2 | -6 | -0.1 | -3.0 | 0.1
O=C(NC1CCCN(Cc2ccc(Cl)cc2)C1)C1CCC1 (stereo unspecified) | -2 | 0.1 | 1 | -0.2 | 0 | 1.2 | -1.0 | 3 | 0.4 | -2.6 | -2.1
Cc1nc2sc(C(c3cccc(F)c3)N3CC(C)OC(C)C3)c(O)n2n1 (stereo unspecified) | -1 | 2.7 | -2 | -0.4 | 1 | 1.2 | -1.4 | -1 | 0.4 | -1.5 | -3.0
COc1ccc(C(C)=O)cc1CC(=O)N(Cc1ccccc1)c1ccccc1 | -5 | -2.2 | -9 | -0.4 | 3 | 0.3 | -1.2 | 0 | -1.0 | -1.2 | 1.3
S=c1[nH]nc(C2CCCCC2)n1Cc1ccccc1 | 0 | -1.4 | -1 | 0.1 | 14 | 3.0 | -1.0 | -3 | 0.6 | -0.1 | -1.8
CCCSc1cc(NCCOC(C)=O)c([N+](=O)[O-])c2nonc12 | -2 | 0.2 | -1 | -0.1 | 5 | 2.0 | -0.9 | 5 | 0.1 | -1.0 | 1.4
CCOc1ccc(NS(=O)(=O)c2ccc(C(=O)NC3CCN(Cc4ccccc4)CC3)cc2)cc1 | -2 | -1.6 | 1 | -3.7 | -29 | -2.0 | -1.5 | -1 | -1.0 | 0.5 | -2.1
Cn1nc(CC(=O)NC2CCCCC2)c2ccccc2c1=O | -5 | 0.2 | 2 | -0.7 | -1 | -0.5 | -2.0 | -4 | -1.1 | -4.5 | -1.5
COc1c(C)oc2cc(O)ccc2c1=O | -5 | -1.0 | i | -0.1 | 12 | 2.1 | -1.0 | -6 | -0.1 | 0.0 | -2.0
C=CCNC(=O)CN(C(=O)Cc1cccc(OC(F)(F)F)c1)c1cccc(Br)c1 | 0 | -2.5 | 4 | 0.2 | -2 | / | -0.6 | 2 | / | / | -0.9
Cc1cc2c(Nc3cccc(O)c3)ncnc2s1 | 0 | 1.2 | 0 | -0.3 | -10 | 1.0 | -1.6 | 1 | -0.1 | -0.5 | 5.5
CCC(Sc1nnc(-c2ccco2)n1C)C(=O)Nc1nnc(C)s1 (stereo unspecified) | -3 | 0.9 | -1 | 0.4 | 9 | -1.5 | -1.0 | 7 | -1.0 | -2.0 | -2.6
COc1ccc2c3c1O[C@H]1C[C@@H](O)C=C[C@@]31CCN(C)C2 | -3 | -1.1 | -1 | -0.2 | 1 | 0.1 | -1.5 | 3&2 | 0.6 | -0.3 | 3.0
CCN1CCN(c2ccc([N+](=O)[O-])cc2C(=O)c2ccc(Cl)cc2)CC1 | 1 | -1.3 | 2 | -0.5 | 0 | -3.8 | -1.3 | 3 | 2.4 | 0.0 | 0.4
O=C(CC1C(=O)NCCN1Cc1c(F)cccc1Cl)NC1CCCC1 (stereo unspecified) | -2 | 0.3 | 0 | 0.1 | -4 | 1.5 | -1.9 | 3 | -0.5 | -2.2 | -2.9
CC(OC(=O)/C=C/c1ccc(Br)cc1)C(=O)N1CCOCC1 (stereo unspecified) | -1 | 0.8 | -7 | -0.6 | 8 | 1.5 | 0.3 | 3 | 0.2 | -1.1 | 1.5
O=C(NN=Cc1ccccc1)NN=Cc1ccccc1 | 1 | -0.4 | 4 | -0.8 | -2 | -0.5 | -1.0 | 9 | 1.3 | 0.9 | -0.5
COC(=O)c1ccc(S(=O)(=O)N2CCC(NC(=O)COc3ccc(F)cc3)CC2)cc1 | 0 | -0.3 | -3 | -1.1 | 10 | / | -1.0 | -3 | / | / | 1.9
COc1ccccc1NC(=O)c1ccc2[nH]c(C)c(C)c2c1 | 3 | 3.3 | -10 | 1.0 | -42 | 4.3 | -0.4 | 4 | 2.5 | -1.2 | 10*
O=C(COc1cccnc1[N+](=O)[O-])NCc1cccs1 | -2 | -1.0 | -5 | 0.6 | -3 | 0.1 | -1.1 | -2 | -1.4 | -2.1 | 3.1
O=C(CCNC(=O)c1ccc([N+](=O)[O-])cc1)Nc1cc(C(F)(F)F)ccc1N1CCOCC1 | -5 | 0.4 | -8 | 0.2 | 7 | -0.1 | -1.4 | -1 | 1.5 | 1.3 | 1.1
CCOC(=O)c1c(NC(=S)Nc2ccc(F)cc2)sc2c1CCC2 | 1 | 0.4 | -4 | -0.6 | 0 | -0.8 | -1.6 | 16 | -1.9 | 7.8 | -2.3
O=C(NCCc1ccc(C(F)(F)F)cc1)c1ccc2c(c1)OCO2 | -1 | -1.4 | -4 | -1.0 | 0 | 0.0 | -1.4 | -1 | -0.1 | 0.1 | 0.1
NC(=O)/C(=C\c1cccnc1)NC(=O)c1ccccc1 | 1 | -0.9 | 0 | 0.1 | 0 | 0.2 | -1.6 | -1 | 1.0 | 0.1 | 2.2
Cc1sc(NC(=O)CN2CCN(c3ccccn3)CC2)c(C#N)c1C | 2 | 3.4 | -7 | 0.4 | -6 | 0.2 | 0.0 | -1 | -1.0 | -3.5 | 0.4
Cc1ccc(N(C(=O)c2ccco2)C(C(=O)NC2CCCC2)c2cccnc2)cc1 (stereo unspecified) | 2 | -1.3 | -4 | -0.2 | 1 | -0.3 | -0.8 | 3 | 0.2 | -1.4 | 1.9
COc1ccc2c(C)cc(SCC(=O)NCC3CCCO3)nc2c1 (stereo unspecified) | -3 | 1.8 | -3 | 1.2 | 2 | -0.4 | -1.2 | -3 | 0.2 | 4.2 | 1.0
C[C@@H]1CN([C@@H](C)CO)C(=O)CCCn2cc(nn2)CO[C@H]1CN(C)C(=O)Nc1cccc(F)c1 | 0 | -0.7 | -1 | 1.1 | 7 | / | -1.3 | -5 | / | -0.5 | -3.6
O=C(Nc1nnc(COc2ccccc2)s1)C1CCN(S(=O)(=O)c2ccc(Cl)cc2)CC1 | -3 | -1.4 | -3 | -0.3 | -5 | 0.8 | -0.7 | 6 | 2.4 | 0.3 | 0.1
CC(C)CS(=O)(=O)C1=NSC2=NC(=O)/C(=C\c3ccc(OC(=O)c4ccco4)cc3)C(=N)N21 | -1 | 0.1 | -29 | 0.0 | 2 | 0.1 | -1.4 | -1 | 0.2 | -1.2 | -1.6
Cc1occc1C(=O)N/N=C/C1=C(N2CCOCC2)C(=C\c2ccc(Cl)cc2Cl)/CC1 | 12* | -0.1 | -4 | 0.5 | -4 | 2.5 | -0.9 | 5 | -1.0 | -2.0 | 7.1
Cc1ccc(NC(=O)Nc2cc(C)on2)cc1 | 4 | 0.1 | -3 | 0.9 | -7 | 4.3 | -1.4 | -5 | 1.5 | 0.5 | 4.6
Cc1ccc(NC(=O)C2(C)CCN2C(=O)C2(c3ccc(Cl)cc3)CC2)cc1 (stereo unspecified) | -2 | -0.6 | 5 | -0.4 | -2 | -1.3 | -1.6 | 10 | / | -0.9 | -0.4
O=C(NCCO)C(c1ccccc1)c1ccccc1 | -2 | -1.4 | 3 | 0.0 | 1 | -2.9 | -1.1 | 3 | 0.9 | 0.7 | -0.5
COc1ccccc1CN1CC(C(=O)N2CCC(OC)CC2)CCC1=O (stereo unspecified) | 3 | -1.0 | -1 | -0.4 | 0 | -0.1 | -1.3 | 3 | 0.2 | 0.6 | -0.2
Cn1cccc1C(=O)OCC(=O)NCCc1ccc(S(N)(=O)=O)cc1 | 4 | -0.3 | -1 | -0.2 | -9 | -1.8 | -1.2 | -3 | 0.5 | -3.6 | 1.9
Cc1c(/C=N/NC(=O)CNc2ccccc2)c2ccccn2c1C(=O)c1ccc(Cl)cc1 | -2 | 0.2 | -8 | 0.1 | 6 | -0.5 | 0.2 | 11 | -3.0 | 0.2 | 1.6
CC(C)CN(C(=O)COC(=O)C12CC3CC(CC(O)(C3)C1)C2)C1CCS(=O)(=O)C1 (stereo unspecified) | -2 | -1.1 | 0 | 1.1 | 6 | 1.8 | -0.8 | 2 | 1.9 | 2.0 | -1.3
Nc1c(N(CCC2=CCCCC2)C(=O)C2CC2)c(=O)[nH]c(=O)n1Cc1ccccc1 | -1 | -1.1 | -7 | -1.9 | 5 | -0.1 | -1.4 | 10 | 0.0 | -3.3 | -1.6
O=C(c1ccc2c(c1)CCC2)N1CCN(Cc2c(F)cccc2Cl)CC1 | -3 | -1.5 | 3 | -1.1 | 5 | 0.5 | -0.8 | 8 | -1.5 | 0.8 | 0.5
CC1C(=O)N2CCCc3cc(S(=O)(=O)NCCc4ccccc4)cc1c32 (stereo unspecified) | -1 | 1.8 | -19 | -1.9 | -30 | 1.3 | -1.2 | 1 | 0.5 | 0.0 | -0.2
Cc1ccc(C(=O)OCC(=O)Nc2ccc(S(N)(=O)=O)cc2)c(O)c1 | -3 | -0.4 | -10 | 0.0 | -11 | 1.7 | -1.1 | 1 | -0.1 | -0.6 | -1.0
CC(C)C[C@@H](CNCC(=O)[C@H](Cc1c[nH]c2ccccc12)NC(=O)c1[nH]cnc1C(=O)N[C@@H](C)CN)NC(=O)c1nc[nH]c1C(=O)N[C@@H](CC(=O)O)C(=O)O | -3 | 2.6 | -23 | 0.4 | -16 | -0.6 | -0.6 | 5 | 1.1 | -3.5 | 2.1
